CHX counter: Cycloheximide Counterscreen for Small Molecule Inhibitors of Shiga Toxin; cell reporter, cycloheximide protein synthesis inhibition counterscreen; max response, %; hit rate 12% among 300,000; in the data active = max response mostly above about 13%, no sharp cut-off; inactive = mostly below about 14%; note: read at 38.3 µM for the half of the compounds with a filed dose; 0% is about no effect
Pf growth 96h: Primary qHTS for delayed death inhibitors of the malarial parasite plastid, 96 hour incubation; hit rate 6.9% among 320,000; P. falciparum luciferase reporter growth, 96 h; Potency, µM (titrated, usually from 28.7 µM), without a hit: at the highest dose activity change, negative = inhibition, most hits filed as inhibitors; note: potency is the fitted concentration of half-maximal effect; % is set by controls: 0 for no effect and ±100 for the full control effect
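96 h incubation, 37 C, 5% CO2, of luciferase-reporter P. falciparum-infected RBCs (2% hematocrit, 0.05% parasitemia final) with test compounds; endpoint luminescence.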
AMA1 RON2 block: qHTS for Inhibitors of AMA1-RON; Towards Development of Antimalarial Drug Lead: Primary Screen; AlphaScreen AMA1-biotinylated RON2 peptide binding; Potency, µM (series often up to 58.2 µM), inactives show top-dose activity change, negative = inhibition, hits mostly inhibitors; Plasmodium falciparum AMA1 (3D7) - RON2 peptide interaction; hit rate 0.2% among 360,000; AID 720542, 2013;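 note: potency is the fitted concentration of half-maximal effect; 0% = vehicle wells and -100% = peptide control; nearly all actives have a fitted effect of over 45% in size; some results filed as inactive show a strong effect at the top dose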
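AMA1 (3D7) with his tag at 25 nM final met compounds first, then biotinylated RON2 peptide at 25 nM; detection used donor plus acceptor beads, 10 µg/mL apiece, read by AlphaScreen after 30 min at room temperature.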
Shiga toxin inh: A qHTS for Small Molecule Inhibitors of Shiga Toxin; hit rate 9.2% among 290,000; AID 2315, 2010; inhibition, % at 38.7 µM; Vero cells, Shiga toxin protein synthesis inhibition reporter; in the data active = inhibition mostly above about 28%, no sharp cut-off; inactive = mostly below about 43%; note: 0% is about no effect
Pf growth 48h: Primary qHTS for delayed death inhibitors of the malarial parasite plastid, 48 hour incubation. P. falciparum luciferase growth in erythrocytes, 48 h. Potency, µM (doses to about 28.7 µM), for the others: top-dose activity change, negative = inhibition, actives largely listed as inhibitors. hit rate 5.9% among 310,000. AID 504832, 2011; note: potency is the fitted concentration of half-maximal effect; % is set by controls: 0 for no effect and ±100 for the full control effect
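Compounds are pin-transferred into medium, infected erythrocytes (2% hematocrit, 0.1% parasitemia final) are added, and plates sit one parasite generation at 37 C in 5% CO2. Detection reagent is then added and luminescence measured.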
TbPYK inhibitor: qHTS of Trypanosoma Brucei Inhibitors | pyruvate kinase (Trypanosoma brucei), Q57TT1 | TbPYK enzyme, Kinase-Glo Plus ATP luminescence, 45 min | Potency, µM (top dose mostly 76.8 µM), inactives show top-dose activity, negative = inhibition, most hits filed as inhibitors | hit rate 0.12% among 410,000; note: potency is the fitted concentration of half-maximal effect; % is set by controls: 0 for no effect and ±100 for the full control effect; nearly all actives have a fitted effect of over 50% in size
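Quantitative HTS: titrated library compounds versus trypanosomal pyruvate kinase in TEA buffer (pH 7.2) containing KCl, MgCl2, BSA and Tween-20. Reactions were initiated with ADP, 130 uM final. Kinase-Glo Plus luminescence was read after 45 min at RT.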
LmPK inh: qHTS Assay for Inhibitors of Leishmania Mexicana Pyruvate Kinase (LmPK) | Q27686 | purified LmPK, Kinase-Glo ATP luminescence, 1 h | Potency, µM (highest dose often 57.5 µM), without a hit: at the highest dose activity change, negative = inhibition, hits mostly inhibitors | hit rate 0.37% among 290,000; note: potency is the fitted concentration of half-maximal effect; % is set by controls: 0 for no effect and ±100 for the full control effect
Target sequence (Q27686 whole entry, looked up): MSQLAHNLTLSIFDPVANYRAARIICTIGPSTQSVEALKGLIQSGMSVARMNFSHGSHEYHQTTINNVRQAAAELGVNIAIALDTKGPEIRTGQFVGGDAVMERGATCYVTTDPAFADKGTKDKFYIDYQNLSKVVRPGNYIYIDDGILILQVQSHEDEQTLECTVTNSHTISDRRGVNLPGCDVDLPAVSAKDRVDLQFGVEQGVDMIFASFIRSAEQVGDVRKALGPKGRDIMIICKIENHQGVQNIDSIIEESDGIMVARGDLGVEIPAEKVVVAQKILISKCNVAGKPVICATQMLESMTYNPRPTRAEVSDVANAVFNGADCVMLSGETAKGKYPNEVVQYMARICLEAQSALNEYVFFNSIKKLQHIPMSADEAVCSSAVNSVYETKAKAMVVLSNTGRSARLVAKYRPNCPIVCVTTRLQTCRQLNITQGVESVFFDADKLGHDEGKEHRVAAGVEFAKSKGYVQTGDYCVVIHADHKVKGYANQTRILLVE
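qHTS format; LmPK 0.1 nM; substrates PEP 0.5 mM and ADP 0.1 mM. One-hour room-temperature incubation, then coupled luciferase luminescence; 0.5 nM enzyme wells mark activation.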
* hit, by the source's call; ? = inconclusive; / = not tested or not shown; [ ] = remark or other dose. Unless noted, calls come from the whole dose curve; as a rule, active = well fitted curve in the direction sought with a large enough effect; inconclusive = small, poorly fitted or top-dose-only effect, or another doubt; inactive = no such curve, though single readings can be large; an effect the other way counts as inactive or inconclusive.

Sample of the layout:
#1 CCN(c1ccc(OC)cc1)S(=O)(=O)N1CCCC(C(=O)NCc2cccc(C)c2)C1 (configuration not stated)
#2 CCN1CCN(CC(=O)N2N=C(c3cccs3)CC2c2ccc(C)cc2)C(=O)C1=O (configuration not stated)

assay / compound	1	2
CHX counter	-1	8
Pf growth 48h	-17%	-14%
Pf growth 96h	?	?
AMA1 RON2 block	-2%	4%
TbPYK inhibitor	2%	-5%
LmPK inh	-5%	-4%
Shiga toxin inh	-3	8

The list itself, from the first entry:
#1 CCN(c1ccc(OC)cc1)S(=O)(=O)N1CCCC(C(=O)NCc2cccc(C)c2)C1 (configuration not stated)
#2 CCN1CCN(CC(=O)N2N=C(c3cccs3)CC2c2ccc(C)cc2)C(=O)C1=O (configuration not stated)
#3 O=C(NCc1ccncc1)C12CC3CC(CC(Cl)(C3)C1)C2
#4 COc1ccc(N2CCN(C(=O)CSc3ncnc4c3cnn4-c3ccc(OC)cc3)CC2)cc1
#5 O=C(Nc1cnccn1)Nc1ccc(Cl)cc1Cl
#6 Cc1ccc(NC(=O)COC(=O)c2ccc3c(c2)NC(=O)C2CCCN32)cc1 (configuration not stated)
#7 O=C(NC1CCCCC1)C(c1cccnc1)N(C(=O)c1csnn1)c1ccccc1 (configuration not stated)
#8 COC(=O)C1=C(c2ccc(Cl)c(C(F)(F)F)c2)C[C@@H]2CC[C@H]1N2C(=O)NCCOc1ccccc1Cl

assay / compound	1	2	3	4	5	6	7	8
CHX counter	-1	8	-7	-1	29*	-6	-3	/
Pf growth 48h	-17%	-14%	-6%	-5%	21%	10µM*	-8%	9.3µM*
Pf growth 96h	?	?	4%	-5%	42%[activator]	11%	2%	6.6µM*
AMA1 RON2 block	-2%	4%	-7%	-8%	11%	-10%	-1%	-1%
TbPYK inhibitor	2%	-5%	-11%	-2%	-5%	-2%	-3%	1%
LmPK inh	-5%	-4%	-2%	-1%	1%	3%	8%	/
Shiga toxin inh	-3	8	-7	-10	76*	28	-10	/

#9 Cc1cc(SCC(=O)OCC(=O)N2CCCC2=O)c(C)cc1Br
#10 CCCN(CC(=O)Nc1ccccc1C)C(=O)c1ccc(-c2ccc([N+](=O)[O-])cc2)o1
#11 Cc1ccc(NC2c3ncccc3C(=O)N2Cc2cccs2)cc1 (configuration not stated)
#12 CCOC(=O)C1CCN(Cc2coc3ccc(Cl)cc3c2=O)CC1
#13 CCc1c(C)nc(N)n2c(SCC(=O)N3CCCc4ccccc43)nnc12
#14 Cc1ccc2c(c1)c1ncnc(N3CCN(c4ccccc4)CC3)c1n2C
#15 CCCc1[nH]nc2c1C(C1CCCCC1)C(C#N)=C(N)O2 (configuration not stated)
#16 Cc1c(C(=O)OC(C)C)sc(NC(=O)c2cccnc2)c1C#N

assay / compound	9	10	11	12	13	14	15	16
CHX counter	/	/	3	-2	-2	-5	-3	2
Pf growth 48h	-7%	?	-2%	5%	0%	-9%	?	?
Pf growth 96h	43%[activator]	?	17%	/	?	4%	?	34%[activator]
AMA1 RON2 block	10%	10%	-18%	-13%	3%	0%	-2%	-10%
TbPYK inhibitor	-3%	-29%	-16%	20%	9%	-9%	-2%	-11%
LmPK inh	/	/	10%[11.5 µM]	0%	0%	1%	0%	0%
Shiga toxin inh	/	/	-13	10	-7	-6	-11	31

#17 CC(C)C(c1nnnn1C1CCCCC1)N1CCOCC1 (configuration not stated)
#18 COc1ccc(CC(=O)OCN2C(=O)c3ccccc3C2=O)cc1OC
#19 CCOC(=O)c1cnc(-n2nc(C)cc2C)nc1NC1CCCC1
#20 CC1(c2ccc3c(c2)OCO3)NC(=O)N(CC(=O)c2ccc[nH]2)C1=O (configuration not stated)
#21 Cn1c2c(c(=O)n(C)c1=O)C1c3ccccc3OCC1C(C)(C)O2 (configuration not stated)
#22 O=C(CCN1CCOCC1)c1ccc(Cl)cc1
#23 Cc1ccc(-n2c(C)cc(C(=O)COC(=O)c3ccc[nH]c3=O)c2C)cc1
#24 O=C(Nn1cnnc1)c1cccc(S(=O)(=O)N2CCOCC2)c1

assay / compound	17	18	19	20	21	22	23	24
CHX counter	-2	2	-1	/	-2	1	40*	-2
Pf growth 48h	0%	18%	1.5µM*	0%	20%	14%	12%	-14%
Pf growth 96h	34%[activator]	2%	?	11%	1.7µM*	17%	?	12%
AMA1 RON2 block	6%	-11%	28%	-3%	0%	-18%	-9%	8%
TbPYK inhibitor	-5%	-4%	-22%	0%	-7%	0%	-8%	-2%
LmPK inh	1%	3%	1%	/	-1%	-9%	-1%	4%
Shiga toxin inh	-7	-6	-9	/	-1	-8	58*	-3

#25 CC1(C(=O)OCC(=O)N2c3ccccc3Sc3ccccc32)CC1(Cl)Cl (configuration not stated)
#26 OC(CNCc1ccc(Cl)c(Cl)c1)c1ccccc1 (configuration not stated)
#27 Cc1ccc(NS(=O)(=O)c2cccc(C(=O)NCCCN3CCCC3=O)c2)cc1
#28 COc1ccc(C(CC(=O)c2ccccc2)S(=O)(=O)c2ccccc2)cc1 (configuration not stated)
#29 NCCNCCNCCNCCN
#30 Cc1ccc(NC(=S)NC(=O)c2ccc(F)cc2)cc1S(=O)(=O)Nc1ccccc1Cl
#31 N=c1oc2ccccc2cc1-c1nc(-c2ccc(Cl)cc2)cs1
#32 CCn1cc(C(=O)OCC(=O)c2ccc(Cl)cc2)c(=O)c2ccc(C)nc21

assay / compound	25	26	27	28	29	30	31	32
CHX counter	1	10	/	30*	/	-4	-1	-2
Pf growth 48h	-10%	5.9µM*	?	62%[activator]	-14%	28%	3%	-16%
Pf growth 96h	?	2%	?	82%[activator]	-8%	19%	39%[activator]	?
AMA1 RON2 block	12%	6%	7%	-8%	/	25%	-14%	1%
TbPYK inhibitor	3%	0%	5%	-12%	-3%	1%	2%	3%
LmPK inh	2%	-1%	/	?	/	4%	4%	0%
Shiga toxin inh	-5	4	/	27*	/	-12	8	3

#33 COc1ccc(OC)c(NC(=O)CCN2CCCC(C)C2)c1 (configuration not stated)
#34 O=C(CSc1nnnn1-c1ccccc1)Nc1nsc(-c2ccc(Cl)cc2)n1
#35 CN(CC(=O)Nc1ccc(F)cc1)C(=O)COc1ncnc2ccccc12
#36 CC1CN(C(=O)CCC(=O)NC2CCCCC2)c2ccccc2S1 (configuration not stated)
#37 CCn1c(CCNC(=O)c2cccs2)n[nH]c1=S
#38 Cc1cc(C)cc(NC(=O)CSc2nc(=O)n3cc(C)ccc3n2)c1
#39 CCCCS(=O)(=O)N1CN(S(=O)(=O)CCCC)C2NC(=O)NC21 (configuration not stated)
#40 CCOc1ccc(CN2CCNC(=O)C2CC(=O)N(C)Cc2nonc2C)cc1 (configuration not stated)

assay / compound	33	34	35	36	37	38	39	40
CHX counter	-1	3	8	-1	2	/	45*	-2
Pf growth 48h	-1%	8%	?	8%	24%	6%	36%[activator]	-1%
Pf growth 96h	/	37%[activator]	?	57%[activator]	?	6%	114%[activator]	-14%
AMA1 RON2 block	-5%	-6%	-7%	5%	-3%	-4%	-5%	3%
TbPYK inhibitor	-9%	-1%	5%	3%	-7%	-3%	12%	-18%
LmPK inh	2%	3%	-1%	0%	-1%	/	4%	2%
Shiga toxin inh	-11	-3	5	9	33	/	22	-4

A draw from above in order of number of heavy atoms, low to high.
#35 CN(CC(=O)Nc1ccc(F)cc1)C(=O)COc1ncnc2ccccc12
#34 O=C(CSc1nnnn1-c1ccccc1)Nc1nsc(-c2ccc(Cl)cc2)n1
#40 CCOc1ccc(CN2CCNC(=O)C2CC(=O)N(C)Cc2nonc2C)cc1 (configuration not stated)

assay / compound	35	34	40
CHX counter	8	3	-2
Pf growth 48h	?	8%	-1%
Pf growth 96h	?	37%[activator]	-14%
AMA1 RON2 block	-7%	-6%	3%
TbPYK inhibitor	5%	-1%	-18%
LmPK inh	-1%	3%	2%
Shiga toxin inh	5	-3	-4

Following part.
#41 CCOC(=O)C1CCN(C(=O)c2cc(S(=O)(=O)N3CCOCC3)c(Cl)cc2Cl)CC1
#42 Cc1c(NC(=O)CSc2ccc(Cl)cc2)cccc1-c1nc2cc(Cl)ccc2o1
#43 COc1ccccc1NS(=O)(=O)c1cc(NC(=S)Nc2cc(C)cc(C)c2)ccc1Cl
#44 CC1Cc2ccccc2N1C(=O)CSc1nnnn1C(C)C (configuration not stated)
#45 COc1cccc(N2CCN(c3ccc4nnc(CCC(=O)Nc5ccccc5OC)n4n3)CC2)c1
#46 c1ccc(-c2noc(-c3ccc4c(c3)OCO4)n2)cc1
#47 COc1ccccc1-c1nc(C(N)=O)c2[nH]c(=O)n(-c3cccc(C)c3)c2n1
#48 COc1cc(CSc2ncn[nH]2)c(OC)cc1CSc1ncn[nH]1

assay / compound	41	42	43	44	45	46	47	48
CHX counter	6	-3	1	-1	3	64*	-2	8
Pf growth 48h	-16%	22%	-25%	27%	?	130%[activator]	?	?
Pf growth 96h	120%[activator]	-14%	?	?	?	34%[activator]	7%	13µM*
AMA1 RON2 block	2%	1%	44%[activator]	6%	-10%	22%	41%[activator]	23%
TbPYK inhibitor	0%	0%	-8%	-10%	-12%	-15%	6%	-1%
LmPK inh	2%	1%	6%	1%	8%	16µM*	6%	-3%
Shiga toxin inh	-2	-6	-1	-16	-19	109*	-3	-6

#49 O=C(NC1CCCC1)C1CCCN(C(=O)Nc2ccccc2)C1 (configuration not stated)
#50 CC(C)C[C@H](NC(=O)c1nc[nH]c1C(=O)NCC(=O)OCc1ccccc1)C(=O)OCc1ccccc1
#51 CCC(C)NS(=O)(=O)c1ccc(OCC(=O)N2CCC(C)CC2)cc1 (configuration not stated)
#52 CSCCC(N=C(NS(=O)(=O)c1ccc(C)cc1)c1ccccc1)C(=O)O (configuration not stated)
#53 COc1ccc(C2CC(c3ccc(Cl)cc3)=NN2C(C)=O)cc1 (configuration not stated)
#54 CC(C)CCC(C)NC(=O)C1CCN(S(=O)(=O)/C=C/c2ccccc2)CC1 (configuration not stated)
#55 O=C(Nc1cc2c(cc1C(=O)O)OCCCO2)c1ccc(C(F)(F)F)cc1
#56 COc1ccc(N(CC(O)CN2C(=O)NC(C)(C)C2=O)S(=O)(=O)c2ccc(C)cc2)cc1 (configuration not stated)
#57 CCCCS/C(N)=N/N=C/c1ccccc1O
#58 CCOc1ccc(NC(=O)c2cc(OC)nc3ccccc23)cc1

assay / compound	49	50	51	52	53	54	55	56	57	58
CHX counter	-1	-1	-2	-1	34*	-2	44*	-1	32*	-1
Pf growth 48h	11%	4.7µM*	-22%	7%	9%	?	118%[activator]	/	/	21%[0.00184 µM]
Pf growth 96h	-26%	?	1%	27%	?	1%	196%[activator]	?	317%[activator]	-26%
AMA1 RON2 block	10%	172%[activator]	23%	3%	-11%	6%	-19%	-22%	72%[activator]	23%
TbPYK inhibitor	3%	-4%	4%	9%	2%	6%	0%	-11%	-11%	0%
LmPK inh	-8%	-7%	4%	1%	4%	5%	-3%	1%	0%	-2%
Shiga toxin inh	-7	15	2	18	30*	-4	76*	-1	54	2

Source: PubChem BioAssay
